Phagocyt inh = macrophage phagocytosis inhibition. 0.07% of 110,000 active. J774A.1 macrophage IgG-bead phagocytosis, imaging. AID 1029. inhibition, % at 5 µM;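 active = inhibition above the mean of the plate negative controls plus 5 SD, cut at about 13% in these data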;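 note: phagocytic index as fraction of beads internalized from green versus red external bead signal; plate controls were DMSO negative control for no effect and cytochalasin-D positive control for full effect; some results beyond the cut were filed as inactive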
Yeast life ext = extends the lifespan of yeast; S. cerevisiae growth with nicotinamide, OD615; deaD strain in restrictive glucose medium; inhibition of the nicotinamide effect, % at 10 µM; 0.68% of 130,000 active; AID 775;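 active = inhibition above a set limit, placed 3 SD over the median of all compounds, cut at about 26% in these data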;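 note: 0% = nicotinamide-treated wells and 100% = cells grown without nicotinamide; some compounds called inactive have numbers as strong as hits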
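assay system = DeaD-strain S. cerevisiae | measured by = absorbance at 615 nm | probe or stimulus = nicotinamide 1.5 mM | buffer or medium = CSMM-D glucose medium, restrictive | times = 48 h at 30 °C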
E-sel TNF inh = blocks E-selectin expression induced by TNF alpha; 0.71% of 120,000 active; HUVEC TNFa-induced E-selectin immunofluorescence, high content; inhibition, % at 2 µM;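 active = inhibition above the batch mean plus 3 SD, and confirmed as a hit on visual image review, cut at about 43% in these data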;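 note: 0% = TNF-stimulated DMSO wells and 100% = unstimulated control wells; not every result past the cut was called active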
GALR2 blocker = GALR2 (human) receptor antagonism; 0.39% of 140,000 active; inhibition, % at 4 µM; O43603; GALR2-expressing cells, antagonist mode; AID 828; in the data active = inhibition above about 27%;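 note: cells stimulated with galanin 1-16 at roughly its EC80; 0% = agonist challenge control and 100% = basal control without agonist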
Target sequence (O43603 whole entry, looked up): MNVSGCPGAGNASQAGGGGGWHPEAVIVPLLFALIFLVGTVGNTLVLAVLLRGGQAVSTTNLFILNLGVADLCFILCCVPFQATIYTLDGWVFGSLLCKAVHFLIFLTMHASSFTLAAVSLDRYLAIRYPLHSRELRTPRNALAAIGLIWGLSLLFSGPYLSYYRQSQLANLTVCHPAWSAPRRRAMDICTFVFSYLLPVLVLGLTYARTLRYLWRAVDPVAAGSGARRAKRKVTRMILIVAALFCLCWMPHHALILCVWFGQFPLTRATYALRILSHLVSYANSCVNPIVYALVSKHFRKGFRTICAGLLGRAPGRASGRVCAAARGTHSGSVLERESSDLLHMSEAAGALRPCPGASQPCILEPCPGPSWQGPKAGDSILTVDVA
Measles CPE = protection of cells from measles virus | Measles virus-infected cells, CPE protection, absorbance | AID 841 | protection (pct of control), % at 4 µM | 1.5% of 140,000 active; in the data active = protection mostly above about 24%, no sharp cut-off; inactive = mostly below about 26%; note: some compounds called inactive have numbers as strong as hits
HCT116 bCat-KO = beta-catenin-lacking colon tumor cell growth suppression | HCT116 beta-catenin knockout viability, CellTiter-Glo, 60 h; active compounds read low | viability, % at 10 µM | 1.5% of 140,000 active;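 active = viability at or under a set limit, the compound median less 4 SD, cut at about 6% in these data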;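 note: 0% = Hyamine 1622 control at 20 µM and 100% = untreated cell control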
MRP1 act = MRP-1 activation; H69AR cells + doxorubicin, viability rescue, CellTiter-Glo; viability increase, % at 10 µM; 0.61% of 140,000 active; AID 799;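 active = viability gain under doxorubicin at or above a set limit, the compound median plus 3 SD, cut at about 4.7% in these data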;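 note: MRP-1 overexpressing cells given doxorubicin 25 µM after compound pretreatment; 18-22 h compound pretreatment then 72 h with doxorubicin before readout; 0% = doxorubicin-only wells and 100% = vehicle-treated cells without doxorubicin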
NPY Y2 blocker = blocks the human neuropeptide Y Y2 receptor | P49146 | NPY-Y2 expressing cells, antagonist mode | inhibition, % at 2.7 µM | 0.99% of 140,000 active | AID 793; in the data active = inhibition above about 17%;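 note: 0% = vehicle with agonist challenge and 100% = reference antagonist with challenge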
Target sequence (P49146 whole entry, looked up): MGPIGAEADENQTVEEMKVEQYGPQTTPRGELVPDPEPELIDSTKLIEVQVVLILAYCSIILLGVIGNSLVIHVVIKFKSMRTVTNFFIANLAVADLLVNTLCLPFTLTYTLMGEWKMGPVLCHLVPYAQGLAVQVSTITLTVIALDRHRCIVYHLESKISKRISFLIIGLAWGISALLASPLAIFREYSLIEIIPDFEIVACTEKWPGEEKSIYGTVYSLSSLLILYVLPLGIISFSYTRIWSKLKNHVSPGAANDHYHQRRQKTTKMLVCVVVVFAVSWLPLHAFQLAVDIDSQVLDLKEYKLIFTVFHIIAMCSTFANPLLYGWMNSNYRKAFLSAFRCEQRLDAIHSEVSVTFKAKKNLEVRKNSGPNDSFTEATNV
Yeast growth inh = reduces growth of yeast BB579 in restrictive medium | inhibition, % at 10 µM | AID 804 | S. cerevisiae BB579 growth, OD615, 48 h | 0.51% of 140,000 active;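 active = inhibition above a set limit, 3 SD over the mean compound inhibition, cut at about 44% in these data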; note: inactives centre near -24
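Detection: OD615 turbidity measurement; Material: Saccharomyces cerevisiae DeaD strain BB579, replicative lifespan model yeast; Timing: 48 h exposure, 30 °C; Doses: single 10 µM dose; Medium: CSMM-D restrictive synthetic medium containing dextrose (glucose); Controls: amphotericin B at 10 µg/mL as positive control.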
HCT116 PTEN-null = suppresses growth of cells with PTEN deletion; HCT116 PTEN-null viability, CellTiter-Glo, 60 h; active compounds read low; viability, % at 10 µM; 1.2% of 140,000 active; AID 827;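 active = viability at or below a set limit, 4 SD under the median of all tested compounds, cut at about 3.7% in these data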;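 note: PTEN knockout HCT116 line with beta catenin targeted HCT116 as companion control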
An asterisk follows results filed as active; . = not tested or not shown.

Values run as follows: Phagocyt inh	Yeast life ext	E-sel TNF inh	GALR2 blocker	Measles CPE	HCT116 bCat-KO	MRP1 act	NPY Y2 blocker	Yeast growth inh	HCT116 PTEN-null
COc1ccccc1C(=O)N/C(=C\c1ccc(Br)cc1)C(=O)NCC(=O)O
    -9.5	1.5	-2.4	9.3	23.5	100.2	-0.7	3.2	-26.5	92.4
CC(C)(C)c1ccc(C(=O)c2c[nH]c(C(=O)NCCCn3ccnc3)c2)cc1
    .	-20.1	22.5	0.9	3.6	32.3	-5.9	2.2	1.2	40.6
O=C(CSc1ncccn1)N1CCN(C(=O)CSc2ncccn2)CC1
    -7.5	6.1	2.9	-4.1	6.3	89.0	-0.3	0.2	-54.9	89.5
CCCCOC(=O)C1=C(C)Nc2ncnn2C1c1ccc(OCC)c(OC)c1 (centres undefined)
    -0.3	-2.7	-4.7	1.3	11.1	95.9	-2.0	3.7	-15.3	89.5
N#CC1=C(N)Oc2n[nH]c(CSc3ccccc3)c2C12C(=O)Nc1ccccc12 (centres undefined)
    -0.7	4.4	-21.4	2.3	3.1	24.4	-0.2	-0.6	-6.6	30.1
CN1CCN(C(=O)c2ccc3c(=O)n(Cc4ccc(Cl)cc4)c(=S)[nH]c3c2)CC1
    -3.0	-11.3	4.8	-15.8	-0.3	68.2	-2.5	-1.4	-41.8	62.5
COc1ccccc1CNC(=O)CCN1C(=O)COc2ccccc21
    .	-4.6	.	16.1	4.5	100.5	-0.1	1.8	-22.6	100.2
CN(C)CCCNC(=O)c1ccc(-c2nc(-c3ccc(Cl)cc3)cs2)cc1
    1.7	-16.6	.	13.4	1.1	1.3*	-3.3	8.3	38.0	1.5*
N#CCOc1ccc(C2=NO[C@@H]3[C@@H]4C[C@@H]([C@H]5C(=O)N(c6ccc7c(c6)OCO7)C(=O)[C@@H]45)[C@H]23)cc1
    -6.1	-4.7	.	10.6	2.8	84.3	-1.4	3.1	-14.6	83.4
COc1ccc(-c2nnc(-c3cc4ccccc4oc3=O)o2)cc1
    .	.	11.7	-2.6	22.6	99.8	1.0	2.2	-7.1	104.0
N#C/C(=C/c1ccc2c(c1)OCO2)C(=O)NCCc1c[nH]c2ccccc12
    0.2	-12.8	.	-5.7	11.9	92.0	-2.1	4.1	-1.0	96.7
O=C(O)CCCCCNc1nc(=S)[nH]c2ccccc12
    0.8	-14.8	-3.6	3.1	4.3	84.3	0.1	3.5	-1.9	79.5
Cc1cc2c(=O)n(CC(=O)N3CCN(c4ccccc4)CC3)cnc2s1
    -0.9	1.8	-18.6	8.3	10.1	93.5	-0.6	0.5	-52.0	80.2
CCOC(=O)N1CCC(N2CC34C=CC(O3)C(C(=O)Nc3ccc(C)cc3)C4C2=O)CC1 (centres undefined)
    0.1	-5.5	.	9.7	1.8	95.1	-0.7	3.0	-25.3	99.2
CC(NC(=O)c1cc2ccccc2o1)c1cccs1 (centres undefined)
    0.0	-11.9	-23.2	2.1	9.9	82.7	-0.2	-3.5	-38.9	101.8
O=C(Nc1ccccc1)c1ccc[nH]1
    -5.8	-2.6	.	4.1	3.6	90.4	-0.6	2.6	-26.6	100.3
Cc1ccccc1-n1nc(C)c2cc(C(=O)N3CCN(S(=O)(=O)c4ccc(F)cc4)CC3)sc21
    -1.2	-17.5	-4.3	5.2	8.1	69.0	-3.2	1.8	-14.7	67.9
COc1ccc(-n2c(N)c(C(=O)NCC3CCCO3)c3nc4ccccc4nc32)c(OC)c1 (centres undefined)
    -1.3	-7.9	-20.0	2.0	5.5	48.5	-2.2	2.8	-52.4	46.3
Cc1ccc(C(=O)Nn2c(O)c(C=C3N=c4ccccc4=N3)sc2=S)cc1
    .	-3.4	-9.0	4.4	8.7	96.4	0.1	2.0	-47.0	106.5
COc1ccccc1NC(=O)c1cccs1
    4.8	-19.2	.	7.3	8.7	93.7	-0.7	1.4	-4.4	81.7
COc1ccc(NS(=O)(=O)c2ccc(N3CCCC3)c(NC(=S)Nc3cccc(C)c3C)c2)cc1
    -7.0	0.9	.	6.7	7.1	74.0	-3.6	6.0	-39.1	69.2
O=c1c(C(c2ccccc2)c2c(O)nc3n(c2=O)CCS3)c(O)nc2n1CCS2
    0.6	0.6	-5.9	-4.4	7.3	89.5	-3.2	-1.6	-29.7	94.9
CC(C)(C)C(=O)NCCN1CCN(C(=O)C(C)(C)C)CC1
    .	.	6.8	3.0	7.5	96.3	-0.8	2.1	-7.0	94.5
CC(C)n1c(NCc2cc(Cl)ccc2O)nc2ccccc21
    -0.3	-14.7	.	18.7	16.1	68.2	-0.8	0.6	4.7	75.3
Cc1cc(OCC(=O)Nc2ccc3c(c2)OCCO3)ccc1Cl
    1.4	-13.2	-42.9	1.7	38.1	96.1	-2.9	13.9	-11.0	93.0
Cc1ccc(-n2c(SCC(=O)N3CCOCC3)nnc2-c2ccncc2)cc1
    -1.0	-4.8	-19.3	-4.0	6.1	104.1	-0.3	3.1	-23.9	116.3
Cc1ccnc(-n2c(CCN3C(=O)c4ccccc4C3=O)nc3ccccc3c2=O)c1
    2.5	-7.2	10.6	-2.9	12.2	97.8	-0.2	4.4	-2.6	99.8
CCCCN(Cc1ccco1)C(=O)Cn1ncc2c(=O)oc3ccc(C)cc3c21
    -0.5	-7.5	-8.0	-5.9	5.1	92.0	-3.4	-0.1	-32.4	95.4
CNS(=O)(=O)c1ccc(Cl)nc1
    -1.2	3.0	-2.7	0.9	0.6	84.7	-0.5	-1.1	-26.2	90.7
CC(C)CNS(=O)(=O)c1ccc(S(=O)(=O)N2CCC3(CC2)OCCO3)cc1
    -2.6	1.7	.	-0.6	33.0	96.9	-0.9	-0.6	-24.1	96.9

Values run as follows: Phagocyt inh	Yeast life ext	E-sel TNF inh	GALR2 blocker	Measles CPE	HCT116 bCat-KO	MRP1 act	NPY Y2 blocker	Yeast growth inh	HCT116 PTEN-null
NC(=O)COc1ccc(=O)n(-c2ccccc2)n1
    -0.6	-10.7	.	3.6	6.0	91.4	0.6	-0.3	-23.3	82.2
COC(=O)C1=C(CN2CCSCC2)NC(=O)NC1c1cc(C)ccc1C (centres undefined)
    -0.9	-6.4	-21.2	6.5	14.6	77.5	-3.1	2.5	-30.5	76.4
CC1=[N+](CC(=O)NC(C)(C)C)CCc2ccccc21
    -1.8	1.4	-2.0	-6.3	8.2	92.1	-0.5	1.4	-35.5	92.8
COC(=O)C1C(=O)C2=C(CC1C)NC(C)=C(C(=O)OCCOc1ccccc1)C2c1ccc(C)o1 (centres undefined)
    .	-5.9	2.3	7.2	3.4	82.6	-2.0	-0.2	-32.9	81.1
CCCCN(CCCC)S(=O)(=O)c1ccc2[nH]c(=O)[nH]c2c1
    -1.5	-11.0	.	-7.8	1.3	55.9	-1.4	1.6	-31.7	57.6
O=S(=O)(NCc1ccccc1Cl)c1cnc[nH]1
    -1.8	-2.5	-39.9	-2.2	15.8	99.7	-2.4	1.1	-22.1	96.3
CCOc1cc(C(c2c(C)[nH][nH]c2=O)c2c(C)[nH][nH]c2=O)ccc1OCc1ccc([N+](=O)[O-])cc1
    0.2	-8.3	.	8.5	8.3	72.8	-1.6	2.2	-27.2	67.3
CCOC(=O)Nc1nnc(-c2ccc(OC)c(OC)c2)s1
    -2.2	-23.8	-14.8	2.6	5.9	88.7	-2.7	-1.3	1.4	91.7
Cc1cc(C(F)(F)F)c2c(=O)[nH]c(=O)n(Cc3ccccc3)c2n1
    -0.7	-7.8	-28.2	-15.8	7.0	97.1	-1.6	2.7	-13.6	90.5
CC(C)(C)c1ccc(C(=O)NC(=S)Nn2cnnc2)cc1
    -0.9	-2.4	23.5	-7.7	12.6	97.7	0.2	0.8	-7.1	99.4
O=C(c1cc(-c2cccs2)on1)N1CCOCC1
    -0.3	-20.3	0.1	-3.5	.	108.7	0.2	2.4	-15.0	102.5
Cc1onc(-c2ccccc2)c1C(=O)Nc1nnc(COc2ccc(Cl)cc2)s1
    0.4	-15.4	-11.5	-23.4	11.1	81.2	2.8	3.6	-21.6	79.0
O=C(NC1CCCCC1)C1CCN(S(=O)(=O)c2cccc3nsnc23)CC1
    .	-27.6	17.9	-9.4	3.9	102.4	-3.4	-0.5	-33.3	94.0
O=C(O)C(Cc1ccccc1)n1cccc1 (centres undefined)
    -2.1	-14.2	1.2	-0.1	.	104.5	-0.8	0.7	-46.0	93.9
O=C(C(NS(=O)(=O)c1cccs1)c1ccccc1)N1CCN(c2ccccc2)CC1 (centres undefined)
    .	-3.4	-19.5	-2.3	22.1	85.9	-3.1	0.6	-58.2	85.3
COc1ccc(S(=O)(=O)Cc2ccc(C(=O)NCc3cccs3)o2)cc1
    .	-7.5	.	6.5	6.4	87.8	-2.4	2.5	-41.8	93.6
Cc1ccc(S(=O)(=O)N2CCC(=O)N(C(COCc3cccc(C(F)(F)F)c3)C(C)C)CC2)cc1 (centres undefined)
    .	1.9	-1.2	-14.6	20.5	51.6	-4.1	6.3	-23.1	46.8
CCOCCCNC(=O)C(NC(=O)CNC(=O)c1ccccc1)c1ccccc1 (centres undefined)
    .	-13.6	0.1	-3.7	22.8	97.8	0.1	-0.6	-21.9	88.2

Whole records as entered above.
CC(NC(=O)c1cc2ccccc2o1)c1cccs1 (centres undefined) is listed with Phagocyt inh = 0.0; Yeast life ext = -11.9; E-sel TNF inh = -23.2; GALR2 blocker = 2.1; Measles CPE = 9.9; HCT116 bCat-KO = 82.7; MRP1 act = -0.2; NPY Y2 blocker = -3.5; Yeast growth inh = -38.9; HCT116 PTEN-null = 101.8
O=S(=O)(NCc1ccccc1Cl)c1cnc[nH]1 is listed with Phagocyt inh = -1.8; Yeast life ext = -2.5; E-sel TNF inh = -39.9; GALR2 blocker = -2.2; Measles CPE = 15.8; HCT116 bCat-KO = 99.7; MRP1 act = -2.4; NPY Y2 blocker = 1.1; Yeast growth inh = -22.1; HCT116 PTEN-null = 96.3

Source: PubChem BioAssay
